High-throughput results as filed in PubChem.
Htt clearance: mutant huntingtin protein clearance | 47,000 tested, 0.42% active | inhibition, % at 1.5 µM | HeLa Exon1htt(103Q)mCFP, aggregate imaging; zero = plate's median compound well;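 active means inhibition of aggregate fluorescence above about 70%, also judged a hit by eye on the cell image, limit read from the data, passing the limit was not always enough; inconclusive means no rule stated for this call; inactive means not judged a hit on image review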;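 further: cells exposed to compound for three days before fixation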
Htt clearance grain fraction: also measured in Htt clearance; calls as there; fraction fluorescence in grains; measured here: aggregate grain fluorescence fraction; stronger effect = lower value;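 scaled fraction of total cell fluorescence in grains with unit not stated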
An asterisk follows results filed as active; ? = inconclusive; · = not tested or not shown. A portion of the library; rates above refer to the full screens.

SMILES | Htt clearance | Htt clearance grain fraction
CCC(C)(C)NC(=O)C(c1ccco1)N(C(=O)CNC(=O)c1cccs1)c1cccnc1 (stereo not drawn) | -22 | 22
CCOCCCNC(=O)C(NC(=O)c1cnccn1)c1ccc(OC)cc1 (stereo not drawn) | 11 | 34
O=C(CCc1nc(-c2ccccc2F)no1)NC1CCN(Cc2ccccc2)CC1 | 24 | 14
CCOc1cccc(NC(=O)C(Cc2cccs2)c2nn[nH]n2)c1 (stereo not drawn) | -66 | 30
COc1[nH]c(/N=C/c2ccccc2)c(C#N)c1C#N | 16 | 18
COc1ccc(CNC(=O)C2CCCN(S(=O)(=O)c3c(C)nn(C)c3C)C2)cc1 (stereo not drawn) | -12 | 46
CC(=O)NC(Cc1cnc[nH]1)C(=O)O (stereo not drawn) | 43 | 19
CCS(=O)(=O)NCCc1csc(-c2cccnc2)n1 | -191 | 94
CCOC(=O)CSc1nc2ccccc2c(=O)n1CC1CCCO1 (stereo not drawn) | 16 | 30
CC(C)CN1C(=O)NC(NC(=O)c2cccnc2)(C(F)(F)F)C1=O (stereo not drawn) | -81 | 63
CCN(CC)S(=O)(=O)c1ccc(F)cc1 | -30 | 24
CCCCOc1c(Br)cc(/C=N/O)cc1OCC | 24 | 15
C=C1c2ccccc2NC(=O)N1c1ccc(C)cc1 | 0 | 23
O=C(CCCNC(=O)/C(=C\c1ccc(F)cc1)NC(=O)c1ccccc1)OCc1ccccc1 | -31 | 40
Cc1cc(C)nc(/N=C(/NC(=O)c2ccccc2)Nc2ccccc2)n1 | -3 | 19
Cn1c(=O)c2c(nc(SCc3nn[nH]n3)n2Cc2ccccc2F)n(C)c1=O | 18 | 15
CCOc1ncccc1C(=O)OCCN1C(=O)c2ccccc2C1=O | 7 | 32
COc1cccc2c(=O)n(CC(=O)Nc3cccc(F)c3)ccc12 | -276 | 126
COC(=O)c1ccc(Oc2cc(C)nc(NCc3ccccc3)n2)cc1 | 25 | 26
O=C(O)C1CC=CCC1C(=O)NCc1cn2ccccc2n1 (stereo not drawn) | -403 | 227
Cc1ccc(-n2c(=O)c3sccc3n(CC(=O)NCc3ccco3)c2=O)cc1 | -11 | 24
CC(C)n1c(C(=O)OCC(=O)NCc2ccc3c(c2)OCO3)cc2sccc21 | 27 | 30
CCCn1nc2ccccc2c1P(=N)(N1CCOCC1)N1CCOCC1 | -37 | 55
COc1ccc(CNC(=S)Nc2cc(C)cc(C)c2)cc1 | -14 | 48
COc1ccc(N(Cc2cc3cc(OC)ccc3[nH]c2=O)C(=O)C2CCCO2)cc1 (stereo not drawn) | -52 | 61
CCOC(=O)Cn1c(=O)c2c(nc(N3CCCCC3)n2Cc2ccccc2)n(C)c1=O | 6 | 33
CC(=O)c1cccc(NC(=O)Nc2c(C)nn(C)c2C)c1 | 46 | 11
c1coc(Cn2nnnc2CN2CCN(C3CCCC3)CC2)c1 | -54 | 31
CCOc1cccc(OCCCCn2ccnc2)c1 | 3 | 18
CC(C)OC(=O)CSc1nc(-c2ccc(F)cc2)cc(C(F)(F)F)n1 | 38 | 12
CCCCn1nnnc1NCc1cccc(OC)c1OC | -42 | 30
COc1ccc(C2C(C#N)=C(N)Oc3cc(O)ccc32)cc1OC (stereo not drawn) | 33 | 22
COc1ccc(NC(=O)COc2nsnc2N2CCCCC2)cc1 | -11 | 39
CCOC(=O)c1nc2sc(C)c(C)c2c(=O)[nH]1 | 40 | 20
CC1(C(=O)Nc2nnc(SCc3ccccc3)s2)Cc2ccccc2C(=O)O1 (stereo not drawn) | 12 | 17
O=C(Nc1ccc(Cl)cc1)C1CCN(C(=O)NC2CCCCC2)CC1 | -50 | 60
Nc1c(NC2CCCCC2)c2ccccc2oc1=O | -71 | 31
CC(=O)C1=C(O)C(=O)N(CCN2CCOCC2)C1c1ccc(N(C)C)cc1 (stereo not drawn) | 38 | 13
Cc1ccsc1C1NC(=O)c2ccccc2N1 (stereo not drawn) | -20 | 25
CC(=O)NC12CC3CC(C1)CC(C(=O)OCC(=O)NC(=O)c1cccn1C)(C3)C2 | -13 | 20
Cc1ccc(C(=O)CSc2n[nH]c(-c3ccco3)n2)cc1C | -31 | 25
CCC(=O)NC(=S)Nc1cccc(Cl)c1N1CCCCC1 | 2 | 30
COc1ccc2oc(=O)c(C(=O)N3CCN(c4ccccc4C)CC3)cc2c1 | -10 | 23
COc1ccc(CCNc2oc(COc3ccccc3Cl)nc2C#N)cc1OC | 28 | 23
COC(=O)CSc1nnc(CNC(=O)c2ccc(OC)cc2OC)n1C | -8 | 38
Cc1ccc2c(n1)CC(C)(C)C/C2=N\O | -137 | 42
Cc1cc(=O)oc2cc(OCc3ccc(S(=O)(=O)N4CCOCC4)cc3)ccc12 | -78 | 29
CN(c1nc(-c2ccccc2)cs1)C1CCS(=O)(=O)C1 (stereo not drawn) | 0 | 21

Given with values under each structure: entries from further up.
Values run as follows: Htt clearance	Htt clearance grain fraction
Nc1c(NC2CCCCC2)c2ccccc2oc1=O
    -71	31
COc1ccc2oc(=O)c(C(=O)N3CCN(c4ccccc4C)CC3)cc2c1
    -10	23
Cc1ccc(C(=O)CSc2n[nH]c(-c3ccco3)n2)cc1C
    -31	25

Other compounds follow:
SMILES | Htt clearance | Htt clearance grain fraction
O=C(O)CCCCCNC(=O)Nc1ccc2c(c1)OCCO2 | -28 | 26
Cc1onc(-c2ccccc2Cl)c1C(=O)Nc1nnc(-c2ccc(F)cc2)s1 | -85 | 60
COc1cc(NC(=O)c2cccc(Cl)c2)c(OC)cc1NC(=O)CN1CCOCC1 | 66 | 12
O=C(c1cc2c(s1)CCCCC2)N1CCN(c2ncccn2)CC1 | 35 | 24
COc1ccccc1C1/C(=C(/O)c2ccc(Cl)cc2)C(=O)C(=O)N1CCN1CCOCC1 (stereo not drawn) | 52 | 9.7
COc1ccc(C(=O)COC(=O)CCn2nnc(-c3cccs3)n2)cc1 | 4 | 19
Cc1cc(C(=O)Nc2ccccn2)no1 | -42 | 28
COc1cc(C(C)=O)ccc1OCC(O)CN1CCN(S(=O)(=O)c2ccccc2)CC1 (stereo not drawn) | -50 | 28
O=C(O)c1cccnc1SC1CC(=O)N(CCc2ccccc2)C1=O (stereo not drawn) | -23 | 23
COc1ccccc1/C=C/C(=O)NC(=S)N(C)C1CCCCC1 | 24 | 29
CCCn1nnc(NC(=O)c2ccccc2Br)n1 | 19 | 15
CCN(CC)CC(C)CNC(=O)CC(C(=O)N1CCc2ccccc21)n1ccnc1 (stereo not drawn) | 5 | 18
Clc1ccc(Oc2cccc(/C=N/n3cnnc3)c2)cc1 | 33 | 20
COC(=O)c1ccc(OCCOc2ccc(C(=O)OC)cc2)cc1 | -6 | 25
CC1CCN(C(=O)C2CCN(CC(C)c3ccccc3)CC2)CC1 (stereo not drawn) | 31 | 13
COc1ccc(Cc2nnc(NS(=O)(=O)Cc3ccccc3)s2)cc1 | -13 | 42
CCSc1nnc(NC(=O)C2(C)Cc3ccccc3C(=O)O2)s1 (stereo not drawn) | 27 | 12
Cc1ccc2cc(S(=O)(=O)NCCCC(=O)O)ccc2c1 | -29 | 27
CC(C)NC(=O)Cn1c(SCC(=O)N2CCCCCC2)nc2ccccc21 | 11 | 18
O=C(NCC1CCCO1)c1nn2c(c1Cl)NC(c1ccc(F)cc1)CC2C(F)(F)F (stereo not drawn) | 40 | 13
COC(=O)c1ccc(NC(=O)c2cccc(OC)c2)cc1 | 30 | 26
COc1ccc(OCC(=O)N2CCN(C(=O)c3ccccc3)CC2)cc1 | -70 | 37
Cc1nn(-c2cc(N3CCCCCC3)ccc2[N+](=O)[O-])c(=O)c2ccccc12 | -76 | 68
Cc1cc(C(F)F)n2nc(C(=O)Nc3ccc(S(=O)(=O)N4CCCCCC4)cc3)nc2n1 | 45 | 9.1
O=C(NC(=O)N1CCN(c2ccccc2F)CC1)c1ccccc1 | 28 | 26
CCOc1cccc(=O)c2c(C)oc(C)c12 | 26 | 15
Cc1nn(-c2ccccc2)c2c1C1(C(=O)N(C(C)C)c3ccccc31)C(C#N)=C(N)O2 (stereo not drawn) | 22 | 29
c1ccn(-c2ccc(N3CCOCC3)cc2)c1 | -25 | 50
O=S1(=O)c2ccccc2N=NN1Cc1ccc(Cl)c(Cl)c1 | -144 | 75
CC(=O)c1cccc(N(CC(=O)N2CCCC2)S(C)(=O)=O)c1 | 24 | 15
O=C(CN1C(=O)CSC1=O)Nc1ccc(C(=O)O)cc1 | -2 | 43
Cc1[nH]n(-c2cccc(Cl)c2)c(=O)c1/C=N/n1c(C)nc2ccccc2c1=O | -12 | 26
CC(C)(C)P(=O)(CO)c1ccccc1 (stereo not drawn) | 14 | 18
CSCCC(NC(=O)C1CCC(C)CC1)C(=O)O (stereo not drawn) | 8 | 39
CC(C)(C)N(C=C(Cl)Cl)C(=O)NC1CCCCC1 | -30 | 26
CCN1C(=O)N/C(=C/c2ccc(Sc3ccc(C)cc3)o2)C1=O | 54 | 20

Single records, from the list above. Order of screens: Htt clearance | Htt clearance grain fraction
Entry for CCN1C(=O)N/C(=C/c2ccc(Sc3ccc(C)cc3)o2)C1=O : 54 | 20
Entry for CC(C)(C)N(C=C(Cl)Cl)C(=O)NC1CCCCC1 : -30 | 26
Entry for O=C(CN1C(=O)CSC1=O)Nc1ccc(C(=O)O)cc1 : -2 | 43
Entry for c1ccn(-c2ccc(N3CCOCC3)cc2)c1 : -25 | 50

(continued)
SMILES | Htt clearance | Htt clearance grain fraction
Cc1cc(-c2ccccc2)nc(N/N=C/c2ccco2)n1 | 22 | 16
C=CCc1c(C)nc(SCc2nc3ccccc3c(=O)[nH]2)[nH]c1=O | -80 | 37
CCC(=O)Nc1ccccc1N1CCN(S(C)(=O)=O)CC1 | -1 | 20
Cc1nc2ccccn2c1C(=O)N/N=C/c1cc(C)n(-c2ccc(Br)cc2)c1C | 10 | 16
CC(=O)Nc1cccc(-c2nnc3n2CC(C)S3)c1 (stereo not drawn) | 30 | 12
OC(c1cccc(OCc2ccccc2)c1)c1nnc(-c2ccccc2)o1 (stereo not drawn) | 9 | 31
CCn1cc(C(=O)N2CCCC2)c(=O)c2cc(S(=O)(=O)N3CCOCC3)ccc21 | 12 | 16
Cc1cc(C)cc(N(CC(=O)N2CCN(Cc3ccccc3)CC2)S(=O)(=O)c2c(C)noc2C)c1 | -54 | 73
CCCCC(=O)Nc1ccc(Br)cc1C(=O)O | -9 | 24
COc1cccc(NC(=O)c2ccc(CN3CCOCC3)cc2)c1 | 5 | 38
CCOC(=O)COc1cccc2c(=O)n(CC(=O)N3CCc4ccccc43)ccc12 | -73 | 64
CCOC(=O)C1=C(C)NC(=O)NC1c1cccc(O)c1 (stereo not drawn) | -4 | 19

Random excerpt: four compounds from above, in no set order.
SMILES | Htt clearance | Htt clearance grain fraction
CCC(=O)Nc1ccccc1N1CCN(S(C)(=O)=O)CC1 | -1 | 20
Cc1cc(-c2ccccc2)nc(N/N=C/c2ccco2)n1 | 22 | 16
Cc1nc2ccccn2c1C(=O)N/N=C/c1cc(C)n(-c2ccc(Br)cc2)c1C | 10 | 16
Cc1cc(C)cc(N(CC(=O)N2CCN(Cc3ccccc3)CC2)S(=O)(=O)c2c(C)noc2C)c1 | -54 | 73

Carrying on.
SMILES | Htt clearance | Htt clearance grain fraction
Cc1cccc(NC(=O)c2cc(NC(=O)c3ccco3)ccc2Cl)n1 | 40 | 11
Cc1nnc(NC(=O)CSc2nnc(Cc3ccccc3)n2-c2ccccc2)s1 | -55 | 26
Cc1nc(COC(=O)c2c(C)nn(-c3ccccc3)c2C)cs1 | 29 | 14
COc1ccc(S(=O)(=O)Nc2ccc3c(c2)COC3=O)cc1OC | 47 | 18
Cc1cc(N2CC(C(=O)NCc3cccs3)CC2=O)ccc1C(C)C (stereo not drawn) | -79 | 58
CCOCCCNC(=O)CS(=O)(=O)Cc1nc(-c2cccc(OC)c2)oc1C | -2 | 47
CCCCc1ccc(-c2ccc(C)cc2O)nc1 | -63 | 62
CCOC(=O)C1=C(C)NC(=O)C(C(N)=O)C1c1ccccc1 (stereo not drawn) | -34 | 28
CC1(C)NC(=O)N(CCCOc2ccc3c(c2)CCC3)C1=O | 14 | 17
COc1ccc2nc(Nc3nc(C)c(CCC(C)C)c(=O)[nH]3)nc(C)c2c1 | -21 | 22
N#Cc1nc(COc2ccccc2)oc1NCCN1CCOCC1 | -32 | 25
Cn1c(=O)c2c(nc(Oc3ccc(-c4ccccc4)cc3)n2C)n(C)c1=O | 57 | 8
CC(C)(C)c1cc(CN2CCCCC2)cc(C(C)(C)C)c1O | 38 | 11
O=C(Nc1cccn2ncnc12)c1ccccc1 | -5 | 33
COc1ccc(-c2nn3c(-c4ccc(F)cc4)nnc3s2)cc1 | 46 | 19
CC(C)OC(=O)CSc1nnc(-c2ccc(Cl)cc2Cl)o1 | -43 | 52
CCCCNC(=O)CCC(=O)Nc1ncc(-c2ccc(C)cc2)n1C | 19 | 30
Cc1cccc(NC(=O)Nc2ccc3c(c2)N(C)C(=O)CS3)n1 | -1 | 46
COc1nc(OC)nc(N2CCC(C(=O)NCc3cccs3)CC2)n1 | 2 | 18
c1ccc(-c2noc(-c3cccc4ccccc34)n2)nc1 | 20 | 14
O=C(O)CSc1nnc(CNc2cccc(C(F)(F)F)c2)n1Cc1ccco1 | -55 | 62
O=C(NCc1cc(C(F)(F)F)cc(C(F)(F)F)c1)C1CC(c2c(Cl)cccc2Cl)=NO1 (stereo not drawn) | -2 | 40
O=C(Nc1ccccn1)NC12CC3CC(CC(C3)C1)C2 | -28 | 46
CCOC(=O)C1=C(O)C(=O)N(c2ccc(S(N)(=O)=O)cc2)C1c1ccc(OC)cc1 (stereo not drawn) | -76 | 34
COc1ccc(NC(=O)CSc2nnc(Cn3cnc4ccccc43)n2C)cc1 | ? | ·
